Compound activity as filed in PubChem BioAssay.
Hep lipid drop = modulators of hepatic lipid droplet formation; AML12 mouse hepatocytes, oleate lipid droplets, BODIPY imaging; inhibition, % at 6.5 µM; hit rate 0.4% among 240,000; AID 1656;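 active means lipid droplet intensity inhibited by at least 50%, with more than 500 cells counted; inconclusive means wells with under 300 cells, treated as cytotoxic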
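Test system: AML12 hepatocytes (mouse); reagent: oleate loading, 100 µM; dosing: one dose, 6.5 µM compound; incubation: overnight exposure; signal: fluorescence imaging, 20x objective, two fields per well; read-out basis: % inhibition of corrected integrated BODIPY droplet signal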
Myeloid diff MLP = compounds promoting myeloid differentiation | hit rate 1% among 360,000 | calls only at 10 µM | ER-HoxA9 myeloid progenitors, lysozyme-GFP differentiation, flow cytometry;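 active means normalized GFP-positive differentiation at or above the plate's own cutoff, the solvent-only control mean plus 3 SD; inconclusive means no clear call, values can overlap the other calls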;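 further: cells exposed to compound for four days before flow analysis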
HIV peptide binding = cell-free HIV fusion peptide-binding blockers – biochemical, uHTS, fluorescence dequenching, primary screen (AID 1986); cell-free peptide binding, fluorescence dequenching, 30 min; higher % means a stronger effect; hit rate 0.3% among 290,000; one-dose inhibition, % at 20 µM; IC50 in µM for titrated hits; in the data active means inhibition mostly above about 52%, no sharp cut-off; inactive means mostly below about 76%; further: some results filed as inactive read as strong as hits
NS5 inhibitors = Dengue-2 NS5 methyltransferase inhibitors, primary screen, biochemical, confirmation dose response (AID 588689) | Dengue-2 NS5 methyltransferase capping enzyme assay, biochemical; higher % means a stronger effect | inhibition, % at 25 µM, or IC50 in µM where a hit was titrated | hit rate 0.3% among 340,000; in the data active means a potency from the dose series; inconclusive means inhibition above about 29% without an active follow-up result
LYP phosphatase = inhibitors of LYP phosphatase, biochemical, fluorescence intensity, uHTS (AID 1779). recombinant LYP phosphatase, fluorescence intensity; higher % means a stronger effect. hit rate 0.054% among 290,000. inhibition, % at 11.5 µM, or IC50 in µM where a hit was titrated;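 further: plate controls were vehicle with enzyme for no effect and no enzyme for full effect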
XIAP antagonists = XIAP antagonists, biochemical, IAP family, fluorescence polarization (AID 1018) | XIAP BIR domain, fluorescence polarization peptide displacement; higher % means a stronger effect | displacement, % at 20 µM; hits with a dose series show IC50 in µM | hit rate 0.007% among 200,000; in the data active means displacement above about 50%; further: a part of the inactive calls stands beside numbers as strong as those of hits
AID2073 = inhibitors of Mint1-CaV2.2 protein interaction, biochemical, HTRF (AID 2073); HTRF protein-protein interaction, Mint1-CaV2.2; higher % means a stronger effect; inhibition, % at 20 µM, or IC50 in µM where a hit was titrated; hit rate 0.19% among 290,000; in the data active means inhibition mostly above about 51%, no sharp cut-off; inconclusive means no clear call, values can overlap the other calls; inactive means mostly below about 53%; further: some results filed as inactive read as strong as hits
Siah-1 displacement = blockers of Siah-1 interaction with plectin peptide – biochemical, fluorescence polarization, rhodamine-plectin, uHTS, primary screen (AID 1817); Siah-1 / rhodamine-plectin peptide fluorescence polarization; higher % means a stronger effect; hit rate 0.02% among 290,000; displacement, % at 20 µM, or IC50 in µM where a hit was titrated;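 active means displacement of at least 50% at 20 µM, with a fluorescence ratio check between 0.3 and a set limit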;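 further: plate controls were Siah plus tracer with DMSO for no effect and tracer alone without Siah for full effect; strong numbers were not always called active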
HEK293 NOD2/NF-kB = NOD2 signaling inhibitors, cell-based, luminescence, uHTS, HEK293 (AID 1566); HEK293 NOD2/NF-kB luciferase reporter, luminescence; higher % means a stronger effect; one-dose inhibition, % at 4 µM; EC50 in µM for titrated hits; hit rate 0.63% among 290,000; further: many of its hits are not listed in these tables
Hep lipid drop cells 6.5 µM = second read-out of Hep lipid drop, no call of its own (marks repeat the call); cell count; measured here: cell count, cytotoxicity flag;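 cells counted across two imaged fields per well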
NS5 inhibitors pilot replicate = further read-out of NS5 inhibitors, marked with its call; inhibition, %; measured here: pilot screen replicate inhibition
Myeloid diff MLP GFP+ MAC1+ % = further read-out of Myeloid diff MLP, marked with its call; GFP+ MAC1+ double positive, %; measured here: differentiation confirmed by MAC1 staining
The depositor's hits bear a star; i = inactive; ? = inconclusive; . = no result given; + = active, no number. Unless noted, no stated cut-off is given here; in the data, active means inhibition above about 50%; inactive means the rest.

SMILES	Hep lipid drop	Hep lipid drop cells 6.5 µM	Myeloid diff MLP	Myeloid diff MLP GFP+ MAC1+ %	HIV peptide binding	NS5 inhibitors	LYP phosphatase	XIAP antagonists	AID2073	Siah-1 displacement	HEK293 NOD2/NF-kB	others
CCN(CC)S(=O)(=O)c1ccc(NN=C2CCN(C)CC2)c([N+](=O)[O-])c1	1	656	i	0.5	-2.3%	-2%	-3%	-2.3%	-6%	-1%	9%
COC(=O)c1ccc(Cl)c(NC(=O)CN2CCC(C)CC2)c1	14	792	i	5.7	-4.1%	-1%	-6%	-7.8%	-2%	-7%	-24%
COc1ccc(C(=O)NCc2cn3c(C)csc3n2)cc1OC	-2	751	i	1.6	0.6%	0%	-3%	-4.7%	1%	2%	12%
CCOC(=O)CC(=O)CSc1nccc(-c2cccnc2)n1	.	.	i	0.5	-2.6%	2%	-5%	.	-4%	-1%	-4%
COc1ccc2c(c1)c(C(C)=O)c(C)n2C	-1	623	i	0.7	-0.3%	4%	-5%	.	8%	4%	7%
CC(=O)NCCC(=O)NCc1ccc(F)cc1	2	738	i	1.5	-1.6%	0%	-6%	-3.5%	-6%	4%	-4%
Cn1ccnc1SCC(=O)N(C1CCCCC1)C1CCCCC1	1	777	i	0.6	1.0%	2%	2%	-6.9%	-6%	-6%	3%
O=C1CN(C(=O)c2c(F)cccc2F)C(c2ccc(F)cc2)c2cc(F)ccc2N1 (centres undefined)	7	836	i	0.2	0.3%	-1%	-5%	.	12%	2%	7%
O=[N+]([O-])c1ccc(N2CCN(C(=S)NCc3ccc(Cl)cc3)CC2)cc1	-68	630	i	1.0	1.8%	-4%	3%	-5.6%	-1%	0%	26%
COc1ccc2[nH]c(=O)c(CN(CCO)S(=O)(=O)c3ccc4c(c3)OCCO4)cc2c1	-2	719	.	.	-0.7%	-4%	1%	-6.1%	8%	-6%	0%
CCOC(=O)CSc1nc2ccccc2n1C(=O)OCC	.	.	i	1.0	0.4%	-10%	4%	-5.9%	-15%	0%	2%
CC(=O)Nc1ccc(N=C(C2=C(O)c3ccccc3C2=O)c2ccccc2)cc1	9	714	i	0.4	-1.5%	3%	2%	-6.3%	-6%	-1%	-12%
CCCCC(CCC(=O)O)(C(=O)OCC)c1csc(Nc2ccccc2)n1 (centres undefined)	-10	710	i	0.2	5.4%	4%	-2%	-5.0%	4%	10%	-3%
CCCOc1ccc(CNC(=O)Cn2c(=O)oc3ccccc32)cc1	-16	616	i	2.0	-0.2%	0%	-3%	-2.6%	9%	-1%	0%
O=C(Nc1ccccc1-c1ccccc1)C1CCC1	-7	690	i	0.1	-1.0%	-3%	-3%	-4.3%	-2%	3%	-6%
Cc1nc2ccc(Nc3nc4cc(S(=O)(=O)N5CCOCC5)ccc4o3)cc2s1	.	.	i	2.7	0.6%	12%	1%	-4.9%	50%	2%	-18%
CC1CCN(CC(O)COC2CCC(C(C)(C)C)CC2)CC1 (centres undefined)	3	650	i	1.0	-2.2%	-5%	5%	-5.7%	4%	3%	-9%
CC(C)c1ccc(/C=C/C(=O)Nc2ccc(CN3CCOCC3)cc2)cc1	-12	671	i	0.5	-1.9%	.	-4%	.	-7%	-2%	38%
CCOC(=O)C(C)Oc1ccc(OCc2ccccc2)cc1 (centres undefined)	.	.	i	0.5	-0.2%	-3%	-3%	-2.6%	-20%	-2%	8%
O=C(N[C@@H](Cc1ccccc1)C(=O)O)c1cccnc1	.	.	i	1.6	-2.8%	-7%	-9%	0.2%	1%	1%	-2%
Cc1ccc(-c2nc(CS(=O)CC(=O)NC3CCCCC3)c(C)o2)cc1 (centres undefined)	-8	741	i	3.5	-0.4%	-1%	-10%	.	-8%	9%	16%
COc1cc(NC(=O)C2C3C=CC(C3)C2C(=O)O)ccc1NC(=O)c1ccccc1 (centres undefined)	11	853	i	0.6	0.1%	-5%	-5%	.	4%	8%	14%
COc1cc(COCC(O)CN2CCN(Cc3ccccc3)CC2)cc(OC)c1OC (centres undefined)	-1	662	i	0.3	-0.3%	1%	-11%	-3.5%	0%	-2%	-14%
C=C1C(O)C[C@H]2C(=C)CCC3[C@H](OC(=O)[C@]3(O)CO)[C@@H]12 (some centres undefined)	-4	693	i	2.0	-0.2%	-5%	-5%	-16%	-2%	2%	21%
CCCCn1c(Cl)nc2c1c(=O)n(C)c(=O)n2C	.	.	i	0.7	-1.5%	-2%	-10%	-3.2%	0%	3%	21%

Grouped by structure: those above containing an aryl thioether with sulfur outside any ring.
SMILES	Hep lipid drop	Hep lipid drop cells 6.5 µM	Myeloid diff MLP	Myeloid diff MLP GFP+ MAC1+ %	HIV peptide binding	NS5 inhibitors	LYP phosphatase	XIAP antagonists	AID2073	Siah-1 displacement	HEK293 NOD2/NF-kB	others
CCOC(=O)CC(=O)CSc1nccc(-c2cccnc2)n1	.	.	i	0.5	-2.6%	2%	-5%	.	-4%	-1%	-4%
Cn1ccnc1SCC(=O)N(C1CCCCC1)C1CCCCC1	1	777	i	0.6	1.0%	2%	2%	-6.9%	-6%	-6%	3%
CCOC(=O)CSc1nc2ccccc2n1C(=O)OCC	.	.	i	1.0	0.4%	-10%	4%	-5.9%	-15%	0%	2%

Returning to the listing, starting 3 compounds before the break.
SMILES	Hep lipid drop	Hep lipid drop cells 6.5 µM	Myeloid diff MLP	Myeloid diff MLP GFP+ MAC1+ %	HIV peptide binding	NS5 inhibitors	LYP phosphatase	XIAP antagonists	AID2073	Siah-1 displacement	HEK293 NOD2/NF-kB	others
COc1cc(COCC(O)CN2CCN(Cc3ccccc3)CC2)cc(OC)c1OC (centres undefined)	-1	662	i	0.3	-0.3%	1%	-11%	-3.5%	0%	-2%	-14%
C=C1C(O)C[C@H]2C(=C)CCC3[C@H](OC(=O)[C@]3(O)CO)[C@@H]12 (some centres undefined)	-4	693	i	2.0	-0.2%	-5%	-5%	-16%	-2%	2%	21%
CCCCn1c(Cl)nc2c1c(=O)n(C)c(=O)n2C	.	.	i	0.7	-1.5%	-2%	-10%	-3.2%	0%	3%	21%
CC(=O)SCC(C)C(=O)NCc1ccccc1 (centres undefined)	8	764	i	8.1	4.7%	1%	-7%	-2.8%	5%	0%	6%
COc1ccc(S(=O)(=O)CCC(=O)N2c3ccccc3CC2C)cc1 (centres undefined)	-7	781	i	0.4	0.9%	4%	2%	-2.3%	-7%	-2%	5%
Cc1ccccc1C(=O)N/N=C/c1ccc([N+](=O)[O-])s1	-9	734	i	2.8	4.1%	1%	-8%	-12%	-8%	4%	8%
Cc1cc(=O)n(CNC(=O)c2ccccc2)c(=S)[nH]1	14	674	i	4.0	1.9%	-11%	-11%	-4.6%	-26%	4%	7%
CN(C)c1ccc(C(=O)N(Cc2ccccc2)Cc2ccccc2)cc1	1	829	i	0.6	-2.2%	7%	-1%	.	?	-1%	3%	NS5 inhibitors pilot replicate=-0.9
COc1ccc2cnn(-c3ccc(C)cc3)c(=O)c2c1OC	-35	808	i	1.8	-2.0%	2%	-8%	-6.2%	2%	-2%	-20%
O=C(c1cnn(C(=O)c2ccc(O)cc2)c1)c1ccccc1O	2	706	.	.	1.6%	.	-6%	-11%	10%	27%	.
CCOc1ccc(C(=O)Nc2cc(C)c3c(=O)oc4ccccc4c3n2)cc1	.	.	i	2.2	2.6%	-6%	1%	-9.7%	40%	0%	1%
COc1ccc(C(=O)NCc2cc(C(C)C)no2)cc1OC1CCN(C(C)C)CC1	-3	695	i	0.0	-0.9%	2%	-14%	.	29%	6%	13%
O=C(Nc1c2c(nn1-c1ccccc1)CS(=O)C2)c1ccco1 (centres undefined)	-2	665	i	0.5	-1.3%	3%	-6%	.	9%	1%	-8%
COc1ccc(CNC(=O)C2CCCN(S(=O)(=O)c3ccc(Br)s3)C2)cc1 (centres undefined)	6	794	i	1.0	3.8%	-7%	1%	.	6%	10%	9%
CCS(=O)(=O)c1ccc2c(c1)N(S(=O)(=O)c1ccc(Cl)cc1)CC(C(=O)O)O2 (centres undefined)	3	727	i	0.1	2.5%	-1%	-6%	-1.6%	0%	-3%	4%
O=C1NC(=O)/C(=C/c2ccc(OS(=O)(=O)c3ccc(F)cc3F)cc2)N1	4	763	i	0.6	-0.7%	.	-6%	.	-1%	-4%	-47%
CC(=O)Nc1ccc(NC(=O)CSc2nc3[nH]ncc3c(=O)n2-c2ccccc2)cc1	2	666	?	.	-0.2%	1%	-14%	.	3%	8%	6%
COC(=O)C(Cc1ccc(OC(=O)c2ccc(C)cc2)cc1)N1Cc2ccccc2C1=O (centres undefined)	6	572	i	0.7	-0.5%	-9%	7%	16%	6%	2%	-18%
Cc1ccc(CNS(=O)(=O)c2ccc3oc(C(=O)O)c(C)c3c2)cc1	.	.	i	7.2	-0.5%	0%	4%	-3.8%	-3%	3%	2%
O=c1c2c3c(sc2n2cnnc2n1CCc1ccccc1)CCCC3	16	710	i	0.0	-2.4%	-3%	2%	0.1%	1%	-3%	4%
CCC(NC(=O)C1CCCO1)c1ccccc1 (centres undefined)	2	861	i	0.6	0.0%	-4%	-10%	.	1%	-2%	8%	NS5 inhibitors pilot replicate=1.8
CS(=O)(=O)N1N=C(c2ccc(Br)cc2)CC1c1ccc2c(c1)OCO2 (centres undefined)	.	.	+	2.7*	-2.9%	-11%	-2%	-54%	2%	1%	-138%
Cc1ccc(-c2c(C)n([O-])c3c([n+]2=O)CCCCC3)o1	.	.	i	1.6	0.1%	0%	-2%	-1.6%	19%	4%	12%

Gathered by group, the entries above containing a nitro group on carbon
SMILES	Hep lipid drop	Hep lipid drop cells 6.5 µM	Myeloid diff MLP	Myeloid diff MLP GFP+ MAC1+ %	HIV peptide binding	NS5 inhibitors	LYP phosphatase	XIAP antagonists	AID2073	Siah-1 displacement	HEK293 NOD2/NF-kB	others
CCN(CC)S(=O)(=O)c1ccc(NN=C2CCN(C)CC2)c([N+](=O)[O-])c1	1	656	i	0.5	-2.3%	-2%	-3%	-2.3%	-6%	-1%	9%
O=[N+]([O-])c1ccc(N2CCN(C(=S)NCc3ccc(Cl)cc3)CC2)cc1	-68	630	i	1.0	1.8%	-4%	3%	-5.6%	-1%	0%	26%
Cc1ccccc1C(=O)N/N=C/c1ccc([N+](=O)[O-])s1	-9	734	i	2.8	4.1%	1%	-8%	-12%	-8%	4%	8%

Not all compounds are listed, so the mix of outcomes need not match the whole.
